DTT redox prof = compounds producing H2O2 with reducing agent – biochemical, NIH compound library profiling, artefact control for MLSCN library redox annotation, primary screen | DTT-dependent redox cycling H2O2, phenol red/HRP absorbance; 100% = 100 µM peroxide control, 0% = buffer | activation, % at 10 µM | hit rate 0.03% among 200,000 | AID 878, 2007;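 active = activation of at least 50% relative to the plate's high and low controls in the primary single-dose screen; inactive = activation below 50%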;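 also: compound incubated with DTT at 0.8 mM final as the reducing agent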
Hsp70 act = Hsp70 transcriptional activators, primary screen, cell-based, HeLa, Hsp70 promoter luciferase, luminescence, 10 µM | HeLa Hsp70 promoter luciferase reporter; scaled: vehicle 0, proteasome-inhibitor control 100% | activation, % at 10 µM | hit rate 0.04% among 200,000 | AID 1203, 2008;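 active = activation above the mean across all tested compounds plus 3 SD, cutoff set per campaign, cut at about 5.5% in these data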;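 also: 100% = MG132 at 30 µM as the positive control and 0% = DMSO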
STAT1 act = STAT1 signaling activators, primary screen, cell-based, HTS, luciferase reporter. hit rate 2.6% among 200,000. AID 932, 2007. activation (% of control), % at 5.5 µM. NIH 3T3 STAT1-luciferase reporter, IFN-gamma, luminescence; 100% = IFN-gamma alone, no compound;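 active = activation above the screen-wide mean activation plus 3 SD, cut at about 130% in these data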;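 also: raw ratio to IFN-gamma control signal so 100% means no change and 0% no light; values of inactives mirror those of a sister screen read the other way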
APP 5'UTR act = activators of APP 5'UTR luciferase reporter, primary screen, SH-SY5Y cells | activation, % at 2 µM | SH-SY5Y APP 5'UTR luciferase reporter, luminescence; zero percent = DMSO vehicle wells | hit rate 1% among 190,000;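 active = activation above a set limit, based on mean plus 3 SD of controls, cut at about 140% in these data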; also: values of inactives mirror those of a sister screen read the other way
NF-kB neuron act = activators of NF-kB expression in neurons, primary screen, cell-based, HTS | human neuronal cells, NF-kB reporter expression; hits give high values | fold change at 12.5 µM | hit rate 1.6% among 190,000; in the data active = fold change above about 3.3
HMGR II inh = inhibitors of E. faecalis class II HMGR, primary screen, biochemical, Enterococcus faecalis. purified E. faecalis HMGR, NADPH absorbance 340 nm kinetic. inhibition, % at 10 µM. hit rate 0.41% among 190,000;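 active = inhibition above a set limit, the median over all tested compounds plus 3 SD, cut at about 9.5% in these data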;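 also: enzyme runs in reverse so mevalonate oxidation gives rising NADPH absorbance; 0% = complete reaction with DMSO and 100% = background rate lacking mevalonate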
FLuc act counter = FLuc activators, initial screening, artefact control for FLuc-dependent activation tests, biochemical, ATPlite luminescence. Luciferin 4-monooxygenase (Photinus pyralis), P08659. ATPlite luciferase biochemical, 10 min; 0 = ATP-free wells, 1 = DMSO control. activation factor at 10 µM. 200,000 tested, under 10 active. AID 1027, 2008;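 active = luciferase activation factor, scaled between plate controls, of at least 2 with compound at 10 µM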
Target sequence (P08659 whole entry, looked up): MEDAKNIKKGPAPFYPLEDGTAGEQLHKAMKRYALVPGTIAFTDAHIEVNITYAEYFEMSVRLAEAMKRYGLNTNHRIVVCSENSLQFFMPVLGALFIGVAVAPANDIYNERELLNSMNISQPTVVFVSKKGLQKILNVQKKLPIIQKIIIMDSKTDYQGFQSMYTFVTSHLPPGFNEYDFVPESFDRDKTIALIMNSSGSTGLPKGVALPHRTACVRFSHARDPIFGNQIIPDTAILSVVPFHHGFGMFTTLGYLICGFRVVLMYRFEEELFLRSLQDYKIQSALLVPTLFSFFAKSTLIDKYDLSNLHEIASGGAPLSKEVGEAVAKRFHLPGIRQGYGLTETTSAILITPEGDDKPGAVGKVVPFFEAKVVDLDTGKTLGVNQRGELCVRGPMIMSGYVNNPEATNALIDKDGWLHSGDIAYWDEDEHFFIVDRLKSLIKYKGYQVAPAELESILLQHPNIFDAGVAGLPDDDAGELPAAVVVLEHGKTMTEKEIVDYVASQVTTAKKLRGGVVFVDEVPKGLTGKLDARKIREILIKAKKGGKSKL
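System: Luciferase/luciferin detection reagent, cell-free biochemical luciferase assay | Medium: PBS buffer for ATP | Dosing: Test compounds dosed from 2 mM stocks in 100% DMSO | Timing: 10 min at ambient temperature | Signal: Luminescence measurement of luciferase light output | Evaluation: Luciferase activation, seen as luminescence increase over controls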
APP 5UTR inh = inhibitors of APP translation via 5'UTR reporter, primary screen, APP 5'UTR luciferase, SH-SY5Y cells. hit rate 0.82% among 190,000. SH-SY5Y APP 5'UTR-luciferase reporter, luminescence. inhibition, % at 2 µM;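 active = inhibition above a set limit, derived from the sample mean plus 3 SD, cut at about 45% in these data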; also: values of inactives mirror those of a sister screen read the other way
G6PDH counter = L. mesenteroides G6PDH inhibitors, counter-screen for G6PDH-coupled screening assays, biochemical, Leuconostoc mesenteroides enzyme. Purified L. mesenteroides G6PDH, diaphorase/resazurin coupled fluorescence, 45 min. AID 1020, 2008. glucose-6-phosphate dehydrogenase [Leuconostoc mesenteroides]. inhibition, % at 5 µM. hit rate 0.12% among 200,000; in the data active = inhibition above about 50%
FLuc inh counter = firefly luciferase enzyme inhibitors, primary screen, artefact control for luciferase-based inhibitor screens, biochemical, luminescence, ATPLite | 10 min | inhibition, % at 10 µM | AID 1006, 2008 | hit rate 1.5% among 200,000 | Luciferin 4-monooxygenase (Photinus pyralis), P08659;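 active = inhibition above about 50% when tested at 10 µM, limit read from the data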
The depositor's hits bear a star; . = not tested or not shown.

SMILES	DTT redox prof	Hsp70 act	STAT1 act	APP 5'UTR act	NF-kB neuron act	HMGR II inh	FLuc act counter	APP 5UTR inh	G6PDH counter	FLuc inh counter
Cc1sc(-c2ccncc2)nc1OC(=O)c1cc(Cl)cc(Cl)c1	0.2	-0.2	106	14	1.1	0	1	-14	-3	0
Cc1cccc(NC(=O)CS(=O)(=O)c2c[nH]c3ccccc23)c1C	-1.4	-0.1	96	4	0.97	1	0.9	-4	-2	6
CC1CN(CCCCOc2ccc(C(C)C)cc2)CC(C)O1 (centres undefined)	0.0	-0.2	95	-3	1.1	-1	1	3	5	-2
C=C(C)C(=O)OCC(=O)NCc1ccccc1	0.2	0.2	104	1	1.2	1	1	-1	4	2
Cc1ccc(CSC2=CS(=O)(=O)c3ccccc3N2)cc1	-7.8	-0.3	101	-6	1.3	-3	1.1	6	11	-6
CC1(C)CC(=O)c2cn3nc(C(F)(F)F)nc3nc2C1	1.2	-0.4	103	11	0.98	-1	1.1	-11	-4	-6
S=C(NCCCN1CCOCC1)N1CCN(c2nc(-c3ccc(Cl)cc3)cs2)CC1	-0.1	-0.5	74	-10	0.48	-4	1.1	10	8	-7
CC1=C(C(=O)OCc2ccc3c(c2)OCO3)C(c2ccccc2)NC(=O)N1 (centres undefined)	-0.6	-0.2	77	-8	0.61	6	1	8	0	-3
Cc1ccc(-c2csc(NC(=O)c3ccc4c(=O)n5c(nc4c3)CCCCC5)n2)cc1	0.1	-0.4	97	-13	0.69	-4	1	13	-32	0
CCCN1C(=O)C(Cc2nc3ccccc3c(=O)n2-c2ccccc2)c2cc(C)ccc21 (centres undefined)	-0.3	-0.4	96	-20	1.5	-5	1.1	20	7	-6
COC(=O)Cn1c(CN2CCOCC2)nc2c1c(=O)[nH]c(=O)n2C	-1.3	-0.4	96	1	1.1	-7	1	-1	26	-3
CCOc1ccc(NC(=O)c2c3c(nc4ccccc24)CCC3)cc1	-2.3	0.1	102	13	1.2	-3	1.1	-13	2	-6
CCOC(=O)CN1C(=O)C(O)(CC(=O)c2ccc3c(c2)CCCC3)c2ccccc21 (centres undefined)	-0.3	-0.4	114	4	0.89	-7	1	-4	4	-3
CCCCCOC(=O)CSc1nnc(-c2ccccc2)c(=O)[nH]1	-2.7	0.2	104	-12	1.1	-6	1	12	11	-4
O=C(CSc1nnnn1C1CCCCC1)N1c2ccccc2Sc2ccccc21	0.6	0.0	99	17	0.8	1	1	-17	1	-3
O=c1[nH]c2ccccc2nc1NCCN1CCOCC1	1.9	-0.3	102	-4	1.1	-4	0.9	4	6	9
NS(=O)(=O)c1ccc(NC(=O)C2Cc3ccccc3C(=O)O2)cc1 (centres undefined)	-0.4	-0.1	106	2	1.2	4	1	-2	-1	2
O=C(c1oc2ccccc2c1N1CCCCC1)N1CCCCC1	2.3	-0.1	102	6	1.1	-8	1.1	-6	0	-9
COCCSc1ccccc1C(=O)N1CCC(Cc2ccccc2)CC1	-0.5	0.0	97	-4	1.1	4	1.1	4	8	-7
C/C(=N\NC(=O)Cn1c(C)nc2ccccc21)c1cccs1	0.2	-0.2	92	-10	0.92	-2	1.1	10	-13	-7
CC(=O)N1CCN(c2ccc([N+](=O)[O-])c(NCC3CCCO3)c2)CC1 (centres undefined)	0.0	-0.1	99	-10	1	3	1	10	4	-4
O=C(c1ccc(F)cc1)N1CCCCC(Sc2nnnn2-c2ccccc2)C1=O (centres undefined)	0.1	-0.3	103	30	1	1	1	-30	3	-4
O=C(OCc1ccc([N+](=O)[O-])cc1)C1CC(=O)N(c2ccccc2)C1 (centres undefined)	-2.1	0.1	109	7	1.1	-6	1	-7	3	-2
O=C(CN1CCN(c2ncccn2)CC1)N1CCc2ccccc21	0.3	-0.4	104	13	1.1	3	1	-13	8	-2
Cn1c(=O)c2c(ncn2CC(=O)NCc2cccnc2)n(C)c1=O	-0.5	0.2	106	8	1	-3	1.1	-8	-3	-7
O=C(CN1CCN(c2ccccc2)CC1)Nc1ccccc1Cl	-0.8	-0.1	93	17	1	-6	1.1	-17	8	-6
S=C(Nc1ccccc1Cl)N1CCCCC1	0.2	-0.3	97	4	1.3	-4	1	-4	-3	-4
OCCC1CN(Cc2cnc(-c3ccccc3)s2)CCN1Cc1ccccc1 (centres undefined)	-1.2	-0.3	100	-5	1.1	0	1.1	5	13	-8
O=C(NCc1ccccn1)Nc1ccc(F)cc1	-3.0	-0.2	108	-11	1.2	3	1.1	11	2	-7
COc1ccc(NC(=O)Cc2c(F)cccc2Cl)cc1	-0.7	-0.2	124	34	1.6	-5	0.9	-34	16	11
Cc1ccc(CNC(=O)c2nn(C)c(C)c2[N+](=O)[O-])cc1	-0.2	0.7	100	4	1.1	-3	1.1	-4	-2	-7
CCOC(=O)c1csc(NNC=O)n1	-0.6	-0.2	100	-4	1.3	-6	1	4	6	-2
COc1ccc(-c2csc(N)n2)cc1	0.7	-0.2	119	26	1.7	4	0.8	-26	10	17
Brc1ccc(-c2csc(N/N=C/c3ccc4c(c3)OCO4)n2)cc1	0.0	-0.3	111	0	0.96	-1	1	0	8	0
COc1ccc(CCN2C(=O)NC(NC(C)=O)(C(F)(F)F)C2=O)cc1OC (centres undefined)	0.1	-0.1	107	-7	1.1	2	1.1	7	-8	-7
O=C(c1ccc(Cl)cc1)N1CCN(c2cc(=O)[nH]nc2-c2ccccc2)CC1	0.6	-0.3	105	4	0.64	3	1.1	-4	10	-5
CCSc1nnc(NC(=O)CCc2ccc(OC)cc2)s1	-0.1	-0.1	99	-11	0.97	2	0.9	11	-3	8
S=C1NC2=C(CCCC2=C2SCCS2)C(c2ccccc2)N1 (centres undefined)	-2.0	0.0	79	38	2.8	-2	1	-38	-2	1
COCCNC(=O)C(c1ccc(C)o1)N(Cc1ccc(OC)cc1)C(=O)Cn1nnc2ccccc21 (centres undefined)	-3.3	0.1	99	-3	1	-2	1.1	3	-1	-6
Cc1ccc(-n2ncc3c(Nc4cccc(C(=O)O)c4)ncnc32)cc1	0.0	-0.3	123	69	2	3	1	-69	2	4
COc1ccc(-c2nn(C)c(=O)c3ccccc23)cc1NC(=O)Cn1nc(C)c2ccccc2c1=O	0.9	0.2	89	8	0.76	-5	1.1	-8	-49	-8
CCOC(=O)c1cc(-c2ccc(F)cc2)n(CC(=O)NCc2cccnc2)c1C	-0.2	-0.3	96	3	1.2	6	0.9	-3	-2	6
CCOc1ccc(-c2nnn(CC(=O)NCc3ccc(OC)cc3)n2)cc1OCC	2.2	-0.2	101	12	1	0	1.1	-12	11	-8
Oc1ccc(N2CCN(c3ncnc4sc(-c5ccccc5)cc34)CC2)cc1	-1.1	-0.4	107	16	1.7	-13	1	-16	-4	-2
O=C(NCCN1C(=O)S/C(=C\c2ccc(Cl)c(Cl)c2)C1=O)C1COc2ccccc2O1 (centres undefined)	-0.3	-0.4	98	20	1.1	-3	1.1	-20	10	-6
O=C(Cn1c(C(F)(F)F)nc2ccccc21)c1ccc(F)cc1	16	-0.2	90	-8	1.1	-3	1.1	8	3	-6
CC1CCc2nc(N)c(C#N)c(-c3cccnc3)c2C1 (centres undefined)	-0.4	-0.2	82	-21	0.73	-5	1.1	21	13	-7
CC(NC(=O)CCl)c1ccc(Cl)c(Cl)c1 (centres undefined)	0.2	-0.2	99	.	1.4	0	1	.	1	-2
N/C(=N\OC(=O)c1ccco1)c1ccccn1	0.1	-0.3	116	77	2.2	3	0.4	-77	13	55*
Cn1c(=O)cc(N2CCOCC2)[nH]c1=O	0.0	-0.1	89	-12	1.2	-3	1	12	10	0
CCc1nc(N2CCN(C(=O)c3ccco3)CC2)c2c3c(sc2n1)CCCC3	1.7	-0.3	94	8	0.88	-8	1	-8	9	-1
COc1ccc(Oc2nc(C(F)(F)F)nc3ccccc23)cc1	2.1	0.0	96	-11	0.99	-4	1	11	8	1
O=C(O)c1ccc(N2C(=O)c3[nH]nc(-c4ccccc4)c3C2c2ccccc2)cc1 (centres undefined)	9.7	0.0	102	4	0.99	-6	1	-4	0	-2
O=C(/C=C/c1ccccc1)Nc1ccc(N2CCCCC2)cc1	-0.1	0.0	151*	84	1.1	-1	0.8	-84	7	16
Cc1cc(NC(=O)CN2CCN(C)CC2)no1	-3.0	-0.5	95	17	1.3	0	1.1	-17	0	-6
CC(=O)Nc1ccc(S(=O)(=O)NCC2CCC(C(=O)NC(C)c3ccc4c(c3)OCCO4)CC2)cc1 (centres undefined)	0.1	0.0	98	-2	0.86	-1	1	2	14	-2
Cc1ccc(C=Nc2ccccc2C(N)=O)o1	-0.2	-0.2	135*	76	1	-1	0.5	-76	12	54*
CCOC(=O)Cn1c(-c2cccnc2Cl)nc2cc(Cl)c(Cl)cc21	1.8	0.0	98	16	1	1	1.1	-16	2	-6
Nc1cccc(-c2nnc3n2CCCCC3)c1	-0.3	-0.3	102	-3	0.96	-1	1	2	5	0
Cc1ccc(S(=O)(=O)N/N=C/c2c(F)cccc2Cl)cc1	0.1	-0.2	107	0	0.99	-5	1.1	0	14	-6

(further entries)
SMILES	DTT redox prof	Hsp70 act	STAT1 act	APP 5'UTR act	NF-kB neuron act	HMGR II inh	FLuc act counter	APP 5UTR inh	G6PDH counter	FLuc inh counter
CN1CCN(C(=O)c2ccc(CSc3nc4ccncc4n3Cc3ccc(F)cc3)cc2)CC1	0.5	-0.4	92	14	1.1	0	1	-14	8	-1
COc1ccc(/C=N/NC(=S)Nc2cccc(C(=O)O)c2)cc1OC	0.3	-0.3	91	8	0.53	-6	0.5	-8	-25	46
OCc1ccccc1CNCc1ccccc1	0.1	-0.2	106	16	1.1	-15	1	-16	14	-4
CN(C)S(=O)(=O)c1ccc(Cl)c(NC(=O)CN2CCC(Cc3ccccc3)CC2)c1	-0.4	0.3	94	5	0.95	-6	1	-5	-1	-3

Outcome played no part in choosing rows. Share with any hit: about 5.3%.
